AP ELISA ortho: orthogonal test for alternative complement pathway inhibitors | Human serum alternative complement pathway, LPS-coated ELISA, C3 deposition; tested in compound mixtures | hit rate 0.08% among 62,000 | AID 1235 | inhibition, % at 5 µM;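 active = inhibition above 30% in each of the two pooled mixtures holding the compound, so the lower value exceeds 30%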;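 note: 0% = serum in Mg-EGTA without compound and 100% = EDTA serum blank; some compounds past the cut are filed as inactive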
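Test system: human serum alternative complement pathway, C3 deposition on LPS-coated wells; also added: Plate-bound LPS; doses: 5 µM per compound in ten-compound mixtures; schedule: 1 h at 37 °C; detection: Anti-C3 ELISA, OD 450 nm; evaluation: percent inhibition of C3 deposition onto LPS; repeats: two pool placements per compound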
CatB inh: human cathepsin B inhibition | P07858 | purified cathepsin B, fluorogenic substrate, fluorescence | inhibition, %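 (tested at 10 µM)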 | hit rate 0.1% among 63,000; in the data active = inhibition above about 21%;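 note: 0% = enzyme with no compound and 100% = no enzyme blank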
RORA act: activators of human nuclear receptor RORA; P35398; CHO-K1 Gal4-RORA LBD luciferase reporter, luminescence; percent increase over mock-subtracted basal signal; activation, % at 10 µM; hit rate 1.5% among 65,000; AID 560;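 active = activation above the mean of all tested compounds plus 3 SD, cut at about 49% in these data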;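 note: 0% = DMSO-treated RORA cells and 100% = added signal equal to DMSO minus mock-transfected cells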
Target sequence (P35398 whole entry, looked up, the tested form may be a part): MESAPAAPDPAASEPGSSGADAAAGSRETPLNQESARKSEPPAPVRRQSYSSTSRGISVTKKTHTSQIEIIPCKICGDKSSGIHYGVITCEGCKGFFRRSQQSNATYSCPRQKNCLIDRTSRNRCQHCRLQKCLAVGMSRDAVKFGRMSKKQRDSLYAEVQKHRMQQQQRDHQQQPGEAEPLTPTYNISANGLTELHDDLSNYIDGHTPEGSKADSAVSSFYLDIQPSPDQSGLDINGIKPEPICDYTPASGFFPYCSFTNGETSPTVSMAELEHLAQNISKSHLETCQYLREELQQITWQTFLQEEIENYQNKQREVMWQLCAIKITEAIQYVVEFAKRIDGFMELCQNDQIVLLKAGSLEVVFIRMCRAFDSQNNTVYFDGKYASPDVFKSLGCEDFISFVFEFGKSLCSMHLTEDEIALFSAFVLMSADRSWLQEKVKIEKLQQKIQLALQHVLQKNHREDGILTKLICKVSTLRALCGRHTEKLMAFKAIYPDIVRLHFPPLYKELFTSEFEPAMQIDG
ROCK2 blocker: ROCK2 (human) kinase inhibition; O75116; inhibition, % at 6 µM; AID 604; hit rate 0.35% among 60,000; purified ROCK2, Kinase-Glo ATP depletion luminescence;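 active = inhibition above the screen-wide mean inhibition plus 3 SD, cut at about 18% in these data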;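 note: plate controls were DMSO wells for no effect and Y-27632 control wells after no-enzyme background subtraction for full effect; many of its hits are not listed in these tables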
CatB mixtures: human cathepsin B inhibition by mixtures. Purified cathepsin B, AMC dipeptide fluorescence, compound mixtures. inhibition, %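 (ten-compound pools at 5 µM per compound and 50 µM total)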. hit rate 0.06% among 62,000. AID 488; in the data active = inhibition above about 22%, passing the limit was not always enough;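 note: 0% = enzyme without compound and 100% = no enzyme blank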
PKA inh: PKA (human) kinase inhibition. inhibition, % at 6 µM. PKA Kemptide phosphorylation, Kinase-Glo ATP luminescence. hit rate 0.1% among 65,000;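 active = inhibition above the screen-wide mean inhibition plus 3 SD, cut at about 21% in these data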; note: many of its hits are not listed in these tables
JNK3 inh: blocks human JNK3 kinase activity | P53779 | hit rate 0.61% among 60,000 | inhibition, % at 8 µM | purified JNK3 kinase activity, HTS; in the data active = inhibition above about 17%;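 note: 0% = DMSO and 100% = reference inhibitor; many of its hits are not listed in these tables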
Target sequence (P53779 whole entry, looked up): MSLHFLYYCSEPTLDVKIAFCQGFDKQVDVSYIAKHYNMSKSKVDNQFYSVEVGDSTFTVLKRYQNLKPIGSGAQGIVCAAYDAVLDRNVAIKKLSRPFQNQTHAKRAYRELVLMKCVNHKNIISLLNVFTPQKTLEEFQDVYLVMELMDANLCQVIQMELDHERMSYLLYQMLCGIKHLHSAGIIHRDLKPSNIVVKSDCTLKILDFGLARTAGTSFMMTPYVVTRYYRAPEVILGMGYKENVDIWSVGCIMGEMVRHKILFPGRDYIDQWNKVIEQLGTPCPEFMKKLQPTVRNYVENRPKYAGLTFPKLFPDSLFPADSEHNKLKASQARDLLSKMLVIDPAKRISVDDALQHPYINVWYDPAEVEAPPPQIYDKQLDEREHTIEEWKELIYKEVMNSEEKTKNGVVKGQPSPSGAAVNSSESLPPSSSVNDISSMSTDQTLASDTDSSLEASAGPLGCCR
CatS block: inhibitors of human cathepsin S; P25774; recombinant cathepsin S, AMC dipeptide fluorescence, pooled mixtures; inhibition, %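 (tested at 5 µM per compound within 10-compound mixtures)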; AID 501; hit rate 0.06% among 62,000; in the data active = inhibition above about 32%, passing the limit was not always enough;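 note: 0% = enzyme without compound and 100% = blank without enzyme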
E coli RNAP: blocks E. coli RNA polymerase transcription; P0A8V2; fluorescence transcription assay; inhibition, %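 (tested at 10 µM)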; hit rate 0.2% among 62,000; in the data active = inhibition above about 20%;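 note: 0% = enzyme without compound and 100% = no enzyme blank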
* marks the source's active call; other numbers are inactive results. Only part of the results is shown (hit frequency here may not be typical).

Preview, four compounds:
COc1ccc(CCNC(=O)c2ccc(N3CCCC3=O)cc2)cc1OC was read as AP ELISA ortho 10, CatB inh 4, RORA act -2, CatB mixtures 8, PKA inh 2, CatS block 13 and E coli RNAP 10.
For CCn1ccc(C(=O)Nc2ccc(N(C)C(C)=O)cc2)n1 the results were AP ELISA ortho 7, CatB inh 0, RORA act 13, ROCK2 blocker 1, CatB mixtures 0, PKA inh 5, JNK3 inh -2, CatS block -6 and E coli RNAP 2.
CCc1c(C)nc2ncnn2c1N1CCCC(C(=O)NCc2ccco2)C1 (stereo not given) was read as AP ELISA ortho 0, CatB inh 6, RORA act -3, CatB mixtures 1, PKA inh 6, CatS block 1 and E coli RNAP 7.
Screening CC(C)(C)NC(=O)C(c1ccncc1)N(C(=O)CNC(=O)c1ccco1)c1ccc2c(c1)OCO2 (stereo not given) returned AP ELISA ortho 5, CatB inh 4, RORA act 10, ROCK2 blocker 1, CatB mixtures 4, PKA inh 1, JNK3 inh 1, CatS block 7 and E coli RNAP 6.

Main list, from the first entry:
COc1ccc(CCNC(=O)c2ccc(N3CCCC3=O)cc2)cc1OC was read as AP ELISA ortho 10, CatB inh 4, RORA act -2, CatB mixtures 8, PKA inh 2, CatS block 13 and E coli RNAP 10.
For CCn1ccc(C(=O)Nc2ccc(N(C)C(C)=O)cc2)n1 the results were AP ELISA ortho 7, CatB inh 0, RORA act 13, ROCK2 blocker 1, CatB mixtures 0, PKA inh 5, JNK3 inh -2, CatS block -6 and E coli RNAP 2.
CCc1c(C)nc2ncnn2c1N1CCCC(C(=O)NCc2ccco2)C1 (stereo not given) was read as AP ELISA ortho 0, CatB inh 6, RORA act -3, CatB mixtures 1, PKA inh 6, CatS block 1 and E coli RNAP 7.
Screening CC(C)(C)NC(=O)C(c1ccncc1)N(C(=O)CNC(=O)c1ccco1)c1ccc2c(c1)OCO2 (stereo not given) returned AP ELISA ortho 5, CatB inh 4, RORA act 10, ROCK2 blocker 1, CatB mixtures 4, PKA inh 1, JNK3 inh 1, CatS block 7 and E coli RNAP 6.
`O=C(CN1C2=NCCN2c2ccccc21)c1ccc(Br)cc1` gave AP ELISA ortho 3, CatB inh 6, RORA act -2, ROCK2 blocker -2, CatB mixtures 0, PKA inh -3, JNK3 inh -3, CatS block -7 and E coli RNAP 6.
CC(=O)c1c(C)[nH]c(C)c1C(C)=O was read as AP ELISA ortho 6, CatB inh 2, RORA act -17, ROCK2 blocker 5, CatB mixtures 4, PKA inh 1, JNK3 inh -2, CatS block -1 and E coli RNAP 9.
For Cc1noc(C)c1CSc1nc2sc(C)c(C)c2c(=O)n1-c1ccccc1 the results were AP ELISA ortho -15, CatB inh 2, RORA act -29, ROCK2 blocker -1, CatB mixtures 1, PKA inh 7, JNK3 inh -11 and CatS block -6.
For CCCCOC(=O)Cn1c(=N)n(CCN2CCOCC2)c2ccccc21 the results were AP ELISA ortho -7, CatB inh 0, RORA act -26, CatB mixtures 3, PKA inh 4, CatS block 3 and E coli RNAP 9.
`CCN(CC)C(=O)CSc1nc(O)cc(=O)n1-c1ccccc1OC` gave AP ELISA ortho 4, RORA act 11, ROCK2 blocker 9, CatB mixtures 27, PKA inh 8, JNK3 inh 7, CatS block -6 and E coli RNAP 4.
For CCOc1cc(C2C3=C(CCCC3=O)NC3=C2C(=O)CCC3)cc(Cl)c1O the results were AP ELISA ortho 4, CatB inh 5, RORA act -8, ROCK2 blocker 7, CatB mixtures 2, PKA inh 12, JNK3 inh 3, CatS block 3 and E coli RNAP 7.
For O=C(O)CSCNC(=O)CC12CC3CC(CC(C3)C1)C2 the results were AP ELISA ortho 3, CatB inh 3, RORA act 8, ROCK2 blocker 8, CatB mixtures 0, PKA inh 8, JNK3 inh -6, CatS block 1 and E coli RNAP 5.
`C/C(Sc1nnc(Cc2ccccc2)o1)=C(/O)c1ccccc1` gave AP ELISA ortho 26, CatB inh 0, RORA act -16, ROCK2 blocker 7, CatB mixtures 1, PKA inh 7, JNK3 inh -4, CatS block -5 and E coli RNAP 0.
`COC(=O)Nc1ccc(Oc2ccccc2)cc1` gave AP ELISA ortho -3, CatB inh 1, RORA act -6, ROCK2 blocker 4, CatB mixtures 0, PKA inh 10, JNK3 inh 4, CatS block -4 and E coli RNAP 3.
Screening CCOc1ccc(NC2=NC(C(=O)NCc3ccccc3)CC(=O)N2)cc1 (stereo not given) returned AP ELISA ortho -8, CatB inh -6, RORA act -25, ROCK2 blocker 5, CatB mixtures -4, PKA inh 4, JNK3 inh -9, CatS block 8 and E coli RNAP 8.
`Cc1ccc(Nc2nc(CSc3nnnn3-c3ccccc3)cc(=O)[nH]2)cc1` gave AP ELISA ortho -2, CatB inh 2, RORA act 2, ROCK2 blocker -1, CatB mixtures -7, PKA inh 5, JNK3 inh 4, CatS block 8 and E coli RNAP 6.
Screening COC(=O)C(NC(C)=O)(Nc1nc2c(s1)CCCC2)C(F)(F)F (stereo not given) returned CatB inh 3, RORA act 7, ROCK2 blocker 6, PKA inh 5, JNK3 inh -3 and E coli RNAP 10.
For COc1cccc(CN(Cc2cccnc2)S(=O)(=O)c2ccc(-n3cnnn3)c(C)c2)c1 the results were AP ELISA ortho 6, CatB inh 3, RORA act -1, ROCK2 blocker 0, CatB mixtures -7, PKA inh 7, JNK3 inh 0, CatS block 1 and E coli RNAP 6.
`Cc1ccc2[nH]c(=O)c(C(c3nnnn3CC3CCCO3)N3CCCc4ccccc43)cc2c1` (stereo not given) gave AP ELISA ortho -5, CatB inh 3, RORA act 1, ROCK2 blocker -4, CatB mixtures 7, PKA inh 1, JNK3 inh -8, CatS block 15 and E coli RNAP -1.
Screening O=C(NCCCN1CCCC1)c1ccc(CS(=O)(=O)c2ccc(Br)cc2)o1 returned AP ELISA ortho 16, CatB inh 1, RORA act -12, ROCK2 blocker 3, CatB mixtures 3, PKA inh 6, JNK3 inh 1, CatS block 8 and E coli RNAP 3.
For CCOc1ccc(N2C(=O)c3cccnc3C2Nc2ccc(Cl)cc2)cc1 (stereo not given) the results were AP ELISA ortho 12, CatB inh -1, RORA act -1, ROCK2 blocker -8, CatB mixtures 2, PKA inh -1, JNK3 inh 1, CatS block -5 and E coli RNAP 1.
For Cc1nn(CC(=O)Nc2nnc(CC(=O)N3CCCC3)s2)c(=O)c2ccccc12 the results were AP ELISA ortho 14, CatB inh 4, RORA act 12, CatB mixtures 1, PKA inh -7, CatS block 18 and E coli RNAP 3.
COc1ccc2c(c1OC)C(=O)OC2c1c(O)nc(SC)n(-c2ccccc2)c1=O (stereo not given) was read as CatB inh 1, RORA act -2, ROCK2 blocker -9, PKA inh 3, JNK3 inh -1 and E coli RNAP -14.
CCCCCSc1nc2c(c(=O)[nH]c(=O)n2C)n1C(C)C was read as AP ELISA ortho 6, CatB inh -1, RORA act 19, ROCK2 blocker 7, CatB mixtures 1, PKA inh 12, JNK3 inh 0, CatS block 1 and E coli RNAP 4.
Cc1cc(O)c(C(C)C)cc1N=C1CSC(=O)N1 was read as AP ELISA ortho 11, CatB inh 2, RORA act -6, ROCK2 blocker -4, CatB mixtures -2, PKA inh 6, JNK3 inh -1, CatS block -4 and E coli RNAP 6.
For COc1ccc(C2C(C(=O)N3CCCC3)CC(=O)N2c2ccc(OC)cc2)cc1 (stereo not given) the results were AP ELISA ortho 16, CatB inh -2, RORA act -6, CatB mixtures -1, PKA inh 4, CatS block -8 and E coli RNAP 5.
For Cc1ccc(N2C(=O)Nc3ccc(Br)cc3C2(O)C(=O)NCCCN(C)C)cc1C (stereo not given) the results were AP ELISA ortho 17, CatB inh -7, RORA act -10, CatB mixtures 2, PKA inh -3, CatS block -12 and E coli RNAP -1.
`N#CCCN1CCN(C(=S)c2ccc(-c3cccc(Cl)c3)o2)CC1` gave AP ELISA ortho 3, CatB inh 3, RORA act 23, ROCK2 blocker 3, CatB mixtures 0, PKA inh 7, JNK3 inh -4, CatS block 8 and E coli RNAP 11.
COc1cccc(-n2nnnc2SCC(=O)NCc2ccco2)c1 was read as AP ELISA ortho 7, CatB inh 0, RORA act 13, ROCK2 blocker 2, CatB mixtures 5, PKA inh 2, JNK3 inh 1, CatS block -2 and E coli RNAP 4.
`CC1(C)CC(=NO)CC(C)(C)N1` gave AP ELISA ortho 13, CatB inh -1, RORA act 3, ROCK2 blocker -1, CatB mixtures -5, PKA inh 6, JNK3 inh -7, CatS block -8 and E coli RNAP 5.
For N#Cc1nc(-c2ccco2)oc1N1CCC(C(N)=O)CC1 the results were AP ELISA ortho 9, CatB inh 1, RORA act 0, ROCK2 blocker 6, CatB mixtures 1, PKA inh 9, JNK3 inh -7, CatS block -11 and E coli RNAP -4.
For Cc1cc(CC(C)C)n(-c2nc3ccccc3c(=O)n2OCC(=O)N(C)C)n1 the results were AP ELISA ortho 11, CatB inh 0, RORA act 11, ROCK2 blocker 7, CatB mixtures 2, PKA inh 11, JNK3 inh -3, CatS block -11 and E coli RNAP 2.
Screening COC(=O)c1c(NC(=O)c2ccoc2C)sc2c1CCC2 returned AP ELISA ortho -8, CatB inh 2, RORA act -4, ROCK2 blocker 0, CatB mixtures -3, PKA inh -1, JNK3 inh -1, CatS block 0 and E coli RNAP 9.
Cc1cc2c(c(=O)n1CCCn1ccnc1)C(c1ccco1)C(C#N)=C(N)O2 (stereo not given) was read as AP ELISA ortho 12, CatB inh 2, RORA act -22, ROCK2 blocker -3, CatB mixtures 2, PKA inh 2, JNK3 inh -12, CatS block -7 and E coli RNAP 5.
`CC(=O)C1=C(NC(=O)c2ccccc2F)C[C@@H]2[C@H]1C2(C)C` gave AP ELISA ortho -1, CatB inh 2, RORA act 7, ROCK2 blocker 3, CatB mixtures 0, PKA inh 6, JNK3 inh -7, CatS block 7 and E coli RNAP 8.
Screening N#Cc1nc(-c2ccc(OCc3ccccc3)cc2)oc1N1CCOCC1 returned AP ELISA ortho -1, CatB inh 5, RORA act 4, ROCK2 blocker 6, CatB mixtures -2, PKA inh 9, JNK3 inh 1, CatS block 1 and E coli RNAP 1.
O=C1C=C(c2ccccc2)OC2(CCCC2)O1 was read as AP ELISA ortho 4, CatB inh 4, RORA act 14, ROCK2 blocker -2, CatB mixtures 3, PKA inh 1, JNK3 inh 5, CatS block 14 and E coli RNAP 4.
O=C(Nc1ccn(C2CC(OC(=O)c3ccccc3)C(CO)O2)c(=O)n1)c1ccccc1 (stereo not given) was read as AP ELISA ortho 5, CatB inh 5, RORA act 22, ROCK2 blocker 5, CatB mixtures 1, PKA inh 4, JNK3 inh -4, CatS block 12 and E coli RNAP 4.
CC(=O)N1CCN=C1SCc1cccc(C(F)(F)F)c1 was read as AP ELISA ortho 20, CatB inh -1, RORA act 11, ROCK2 blocker 7, CatB mixtures 24, PKA inh 14, JNK3 inh 8, CatS block -7 and E coli RNAP 0.
CCN(CC)S(=O)(=O)c1ccc(Cl)c(C(=O)NC)c1 was read as AP ELISA ortho 14, CatB inh 3, RORA act -10, ROCK2 blocker 5, CatB mixtures -1, PKA inh 8, JNK3 inh 3, CatS block 0 and E coli RNAP 3.
For CCn1c(SC/C=C/c2ccccc2)nnc1-c1cnccn1 the results were AP ELISA ortho 3, CatB inh 2, RORA act 0, ROCK2 blocker 1, CatB mixtures -1, PKA inh 5, JNK3 inh -2, CatS block -7 and E coli RNAP -1.
